SR-BI DiI inh = inhibitors of mouse SR-BI mediated HDL lipid uptake | Q61009 | ldlA[mSR-BI] CHO cells, DiI-HDL uptake fluorescence, 3 h | inhibition, % at 12.5 µM | 320,000 tested, 0.96% active | AID 488896;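 active = mean replicate inhibition of at least 70% and a set share of replicates each scoring 70 or more; inconclusive = meets just one of the two criteria; inactive = fails both criteria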;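 also: 0% = median of neutral control wells and 100% = median of positive control wells; values of inactives mirror those of a sister screen read the other way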
Target sequence (Q61009 whole entry, looked up): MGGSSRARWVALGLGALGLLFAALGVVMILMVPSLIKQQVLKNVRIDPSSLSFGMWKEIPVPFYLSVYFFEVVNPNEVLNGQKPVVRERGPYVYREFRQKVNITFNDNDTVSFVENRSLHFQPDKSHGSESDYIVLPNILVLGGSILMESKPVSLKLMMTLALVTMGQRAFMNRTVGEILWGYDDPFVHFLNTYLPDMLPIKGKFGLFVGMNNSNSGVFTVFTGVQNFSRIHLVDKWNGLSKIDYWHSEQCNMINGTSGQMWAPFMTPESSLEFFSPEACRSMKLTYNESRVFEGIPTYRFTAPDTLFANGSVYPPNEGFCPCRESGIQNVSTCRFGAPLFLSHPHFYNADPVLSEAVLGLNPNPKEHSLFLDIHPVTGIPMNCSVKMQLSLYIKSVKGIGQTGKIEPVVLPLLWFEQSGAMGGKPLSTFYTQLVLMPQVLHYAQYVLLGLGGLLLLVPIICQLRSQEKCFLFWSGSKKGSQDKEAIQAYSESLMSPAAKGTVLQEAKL
dFosB activator = mouse delta FosB homodimer activation; activation, % at 25 µM; P13346; purified delta FosB, TAMRA-CDK5 oligo fluorescence polarization; percent of positive-control signal above neutral wells; AID 493131; 340,000 tested, 0.99% active;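 active = mean activation above about 17%, with every replicate also reaching it, limit read from the data, passing the limit was not always enough; inconclusive = only one of the two conditions met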;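 also: fluorescence polarization rise as delta FosB binds a TAMRA Cdk5 AP-1 oligo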
CAL PDZ FP-1 = inhibitors of human CAL PDZ peptide binding; AID 504414; inhibition, % at 20 µM; 330,000 tested, 0.02% active; Q9HD26; purified CAL PDZ, TMR-peptide fluorescence polarization, 1 h;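 active = highest replicate inhibition of at least 40%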;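 also: plate controls were DMSO neutral control wells for no effect and unlabeled competitor peptide control wells for full effect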
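System: tagged CAL PDZ domain. Schedule: 1 h room-temperature incubation prior to read. Signal: fluorescence polarization (mP). Measure: percent inhibition from loss of millipolarization.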
SR-BI DiI-HDL act = enhances SR-BI lipid uptake from DiI-HDL | CHO ldlA[mSR-BI] cells, DiI-HDL uptake fluorescence, 3 h; 100 = double the neutral-control signal | activation, % at 12.5 µM | 320,000 tested, 0.096% active | AID 504775;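 active = mean replicate activation of at least 60% and every replicate at or above 60%; inconclusive = mean or all-replicate condition met, but not both; inactive = mean below 60% and not all replicates reaching 60%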;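 also: 0% = median plate neutral-control signal and 100% = twice that signal; values of inactives mirror those of a sister screen read the other way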
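system = CHO ldlA[mSR-BI] cells, LDL receptor-null, SR-BI overexpressing | medium = Ham's F12 with 0.5% BSA, HEPES 25 mM, pH 7.4 | probe or stimulus = DiI-HDL 10 µg/mL | compound dosing = single-point compound dose | incubation = compound exposure 3 h, 37 °C | technique = DiI fluorescence, bottom read | read-out = cell-associated DiI fluorescence as measure of HDL uptake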
PfHsp90 set2 = growth inhibition of yeast expressing Plasmodium Hsp90; 310,000 tested, 0.32% active; inhibition, % at 9.4 µM; AID 504621; S. cerevisiae expressing PfHsp90, BacTiter-Glo ATP, 48 h; yeast lacking PDR1 and PDR3 efflux regulators;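 active = every replicate shows inhibition above about 80%, whatever the replicate mean, limit read from the data; inconclusive = mean inhibition reaches the set limit but some replicate falls short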;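 also: 0% = DMSO neutral controls and 100% = 20 µM radicicol positive controls; yeast relying on Plasmodium falciparum Hsp90 in place of its own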
CAL PDZ FP-2 = inhibitors of human CAL PDZ peptide binding; 300,000 tested, 0.92% active; Q9HD26; AID 602252; inhibition, % at 24.9 µM; purified CAL PDZ, TMR-peptide fluorescence polarization, 1 h;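 active = mean inhibition of at least 30% with at least half of replicates also reaching 30%; inconclusive = no clear call, values can overlap the other calls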;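 also: 0% = DMSO neutral control and 100% = excess unlabeled competitor peptide PRC23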
NSD2 HMT inh = inhibitors of human histone methyltransferase NSD2; 310,000 tested, 0.54% active; AID 743445; inhibition, % at 12.5 µM; O96028; NSD2 peptide methylation, AlphaScreen, 120 min; in the data active = inhibition above about 50%
PvdQ inh = P. aeruginosa PvdQ acylase inhibition; purified PvdQ acylase, fluorescence plate reader; inhibition, % at 10 µM; 340,000 tested, 0.063% active; AID 488965; in the data active = inhibition above about 30%, passing the limit was not always enough; inconclusive = no clear call, values can overlap the other calls;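 also: 0% = vehicle neutral wells and 100% = reference inhibitor wells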
MITF act = MITF TRPM1 promoter activation in melanoma cells; activation, % at 12.5 µM; SK-MEL-5 TRPM1-promoter luciferase, 24 h; % of positive control, neutral wells = 0; 300,000 tested, 0.75% active; AID 588334;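 active = mean activation of at least 80% with every replicate also reaching 80%; inconclusive = mean reaches 80% but some replicate falls short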;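 also: 0% = neutral control wells and 100% = parthenolide positive control wells; values of inactives mirror those of a sister screen read the other way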
Rtt109 HAT inh = blocks Candida albicans Rtt109/Vps75 acetyltransferase activity; Q5AAJ8; inhibition, % at 34.9 µM; AID 540336; 330,000 tested, 0.16% active; purified Rtt109/Vps75, ThioGlo CoA-SH fluorescence, 4 h;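 active = inhibition of at least 50% in every replicate; inconclusive = best replicate reaches 50% inhibition but some replicates fall short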
Target sequence (Q5AAJ8 whole entry, looked up): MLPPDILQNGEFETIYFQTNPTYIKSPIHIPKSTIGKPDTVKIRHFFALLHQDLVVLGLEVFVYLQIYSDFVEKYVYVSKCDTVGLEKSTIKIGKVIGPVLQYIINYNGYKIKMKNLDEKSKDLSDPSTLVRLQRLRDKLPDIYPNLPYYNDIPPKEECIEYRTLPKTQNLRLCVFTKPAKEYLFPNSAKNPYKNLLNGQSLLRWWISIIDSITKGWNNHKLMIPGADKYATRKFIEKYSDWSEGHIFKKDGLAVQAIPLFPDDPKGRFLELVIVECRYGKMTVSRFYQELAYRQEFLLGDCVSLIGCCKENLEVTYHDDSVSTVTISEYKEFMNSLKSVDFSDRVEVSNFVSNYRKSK
* marks the source's active call; other numbers are inactive results; ? = inconclusive; / = not tested or not shown. An unsorted share of the library; 4.3% or so of the library scored in one or more.

SMILES	SR-BI DiI inh	dFosB activator	CAL PDZ FP-1	SR-BI DiI-HDL act	PfHsp90 set2	CAL PDZ FP-2	NSD2 HMT inh	PvdQ inh	MITF act	Rtt109 HAT inh
Cc1ccc(N(C(=O)CCCC(=O)Nc2ccccn2)C(C(=O)NC2CCCC2)c2ccc(O)cc2)cc1C (configuration not stated)	0	-15	0.0	0	-4	0	-1	8	-9	12
Cc1nn(-c2cccc(Cl)c2)c2nc(C(F)(F)F)[nH]c(=O)c12	4	3	-2.1	-4	-12	43*	0	-9	-4	-1
Nc1nc(-c2ccccc2)nc2sc3c(c12)CCCC3	/	-1	-0.2	/	16	-3	5	5	41	-5
O=C(NCCNc1ccccc1[N+](=O)[O-])c1ccccc1F	2	2	-1.7	-2	-28	0	2	-2	55	1
CCOC(=O)c1[nH]c2ccccc2c1NC(=O)c1ccc(S(=O)(=O)N(C)C)cc1	-4	-13	-1.3	4	-4	/	/	-6	-11	7
COc1cccc(/C=N/Nc2cc(-n3nc(C)cc3-c3ccccc3)ncn2)c1O	55	-8	1.0	-55	-8	-5	-3	-6	-29	-2
COc1ccc(C(=O)NC2CC2)cc1OC1CCN(Cc2cnn(C)c2)CC1	-19	1	-1.4	19	-4	-2	0	-8	7	-2
CCOc1ccccc1C(=O)N1CCC(n2nnc3cc(C(F)(F)F)ccc32)CC1	46	-10	/	-46	/	0	0	1	/	7
CCOC(=O)c1cnc(Nc2nc3ccccc3o2)nc1CSC(=S)N1CCCCC1	7	-10	-2.0	-7	4	-3	4	-9	11	-3
O=C(OCc1cccc([N+](=O)[O-])c1)c1ccc[nH]c1=O	-17	-2	-1.7	17	-12	14	-2	9	-2	5
CN(C)c1ccc(/C=N/N=C(N)N)cc1[N+](=O)[O-]	-10	4	0.8	10	-16	2	28	-3	1	13
O=c1c2ccccc2c(/C=N/n2cnnc2)c(O)n1-c1ccccc1F	-16	-5	-1.7	16	-10	-2	6	-5	4	-28
COc1ccc(CNC(=O)c2c(N)n(CCCN3CCOCC3)c3nc4ccccc4nc23)cc1	-37	?	-0.6	37	14	-3	-17	-1	/	7
CCc1nc(NCCc2ccccn2)c2nnn(Cc3ccccc3F)c2n1	-4	-6	-0.4	4	7	/	-2	-8	/	6
CC(C)NC(=O)CC(c1ccccc1)c1cc(Br)ccc1O (configuration not stated)	-11	-4	/	11	-10	-6	-4	-19	2	-6
NS(=O)(=O)c1ccc(CCNC(=O)COC(=O)CCc2ccccc2)cc1	-10	-1	0.1	10	4	/	-5	-5	6	0
CCN(c1cccc2ccccc12)S(=O)(=O)c1ccc(Cl)nc1	/	2	-0.8	/	2	0	0	-12	-14	-10
CCN(CC)CCOc1ncnc2c1oc1ccccc12	6	0	-0.6	-6	/	/	9	-10	4	-5
CCn1c(Cc2ccccc2)nnc1SCc1ccc([N+](=O)[O-])cc1	4	-3	-1.5	-4	-8	-3	-3	-18	-4	-5
Cn1nnnc1SCc1cccc2ccccc12	11	0	/	-11	-27	34*	-1	-10	10	-2
COc1ccc(N2CCN(C(=O)CNC(=O)Cc3ccc(Cl)cc3)CC2)cc1	6	-1	-2.9	-6	-4	-2	0	-2	-13	4
O=C(NCCCNC(=O)c1ccccc1F)c1ccco1	/	5	-0.6	/	-8	/	-3	-5	8	-16
COc1ccc(C)cc1S(=O)(=O)Nc1ccc(F)cc1	-5	3	-2.2	11	-3	-1	-18	2	0	30
CCOc1cc(/C=N/NS(=O)(=O)c2ccc(OC)cc2)ccc1OCCN1CCOCC1	-11	-6	-1.6	11	-47	-3	4	-1	-11	0
O=C(CSc1nc2ccccc2n1Cc1ccccc1)N/N=C/c1ccccc1C(=O)O	/	-8	-0.5	/	-6	4	0	6	-6	-5
(list continues)
SMILES	SR-BI DiI inh	dFosB activator	CAL PDZ FP-1	SR-BI DiI-HDL act	PfHsp90 set2	CAL PDZ FP-2	NSD2 HMT inh	PvdQ inh	MITF act	Rtt109 HAT inh
O=C(NCc1nc2ccccc2[nH]1)c1c(F)c(F)c(F)c(F)c1F	-1	-4	-0.9	1	-10	-3	0	2	-8	2
C=CCn1c(SCC(=O)c2[nH]c(C)c(C(=O)OC)c2C)nc2scc(-c3ccc(OC)c(OC)c3)c2c1=O	?	6	-1.5	-71	2	-1	9	6	-104	12
CCOc1cc(NC(=S)NCC2CCCO2)c(OCC)cc1NC(=O)c1ccccc1 (configuration not stated)	61	-10	-0.4	-61	1	-9	5	-11	3	9
CC(=O)c1ccc(OCc2cc([N+](=O)[O-])cc3c2OCOC3)cc1	60	12	-1.1	-60	/	0	3	-4	13	3
CCOC(=O)CNC(=O)CSc1nnc(-c2cccc(OC)c2)n1CC	-8	-2	0.3	8	-11	3	3	-8	3	10
COCc1nnc(NC(=O)CCCOc2ccccc2OC)s1	-13	1	0.8	13	-26	-3	-4	5	1	1
CCCCCc1c(O)nc(SCCN2CCOCC2)[nH]c1=O	-21	6	0.2	21	0	4	1	-9	-3	-7
CC(=O)NCCC(=O)Nc1cc(F)ccc1C	19	3	0.0	-19	-10	/	1	-18	3	1
COc1ccc(OC)c(NC(=O)COC(=O)c2nc(Cl)ccc2Cl)c1	-24	-3	-0.8	24	-11	-3	2	13	-5	-7
Cc1ccccc1CN1C(=O)c2ccccc2Sc2ccc(C(=O)NCCN3CCOCC3)cc21	-8	-10	-3.3	8	-27	-4	-1	-4	-5	6
COC(=O)c1ccc(COn2nnc3ccccc32)cc1	-2	-9	-3.0	2	-33	-2	0	-1	64	-3
O=C(c1ccc(C(F)(F)F)cc1)C1CCCN(C(=O)CCn2cncn2)C1 (configuration not stated)	2	-6	-1.2	-2	12	-8	-5	4	-1	2
CSCc1ccc(C(=O)NCc2ccc(F)cc2)cc1	-19	-1	-2.0	19	9	-1	6	6	9	?
CCN(C(=O)CCc1nnc2ccc(N3CCC4(CC3)OCCO4)nn12)c1ccccc1	9	-3	-1.1	-9	10	-7	-2	-4	-7	-9
CCN(C(=O)CSc1nc2cc(S(=O)(=O)N(CC)CC)ccc2o1)C1CCS(=O)(=O)C1 (configuration not stated)	15	-12	-2.0	-15	0	-2	26	-14	5	-4
Cc1cccc(N2CCN(C(=O)c3cc4ccccc4oc3=O)CC2)c1C	3	-6	-0.9	-3	-21	/	/	17	/	12
COc1ccccc1NS(=O)(=O)c1cc(NC(=O)c2sc3cc(Cl)ccc3c2Cl)ccc1C	63	7	-1.8	-63	4	-1	-4	-14	12	/
O=C(COC(=O)CCC(=O)c1ccccc1)NNC(=O)c1ccc(Cl)cc1	-8	-9	-3.8	8	12	-1	2	-5	-11	-2
O=[N+]([O-])c1cccc(CSc2nc3ccccc3[nH]2)c1	-22	-7	-0.4	22	-11	0	2	2	35	-2
COc1cc(NS(=O)(=O)c2cn(C)cn2)cc(OC)c1OC	-21	2	-1.0	21	-20	2	-1	-4	5	1
CCOC(=O)Cn1c(=O)oc2cc(S(=O)(=O)N3CCCC(C(=O)OCC)C3)ccc21 (configuration not stated)	-2	2	1.5	2	-15	/	/	-3	-2	-5
COc1ccc(S(=O)(=O)N2CCOCC2)cc1NC(=O)CN1CCC(Cc2ccccc2)CC1	1	-4	-0.1	-1	12	5	3	-8	6	-4
COC(=O)CC1COc2ccccc2N1C(=O)c1ccc(C(C)(C)C)cc1 (configuration not stated)	-45	-4	-1.1	45	3	-1	-2	-14	-7	2
CC(C)(C)NC(=O)CSc1ccc(S(=O)(=O)N2CCOCC2)cn1	-2	2	-0.3	2	23	/	1	1	0	-5
O=C(O)C1C2CCC(O2)C1C(=O)Nc1ccc(Br)cc1F (configuration not stated)	-9	1	-1.1	9	11	3	-3	-9	/	-4
Continuation.
SMILES	SR-BI DiI inh	dFosB activator	CAL PDZ FP-1	SR-BI DiI-HDL act	PfHsp90 set2	CAL PDZ FP-2	NSD2 HMT inh	PvdQ inh	MITF act	Rtt109 HAT inh
O=C(OCC(=O)c1ccc(Cl)s1)c1cnccn1	3	-12	3.9	-3	-22	-10	-1	-5	-4	5
CCCCN(C(=O)c1nn(C)c(=O)c2ccccc12)c1c(N)n(CC(C)C)c(=O)[nH]c1=O	-18	-10	-0.9	18	9	-1	-1	-6	-2	-8
Cc1ccc(NC(=O)CN(c2cc(C)cc(C)c2)S(=O)(=O)c2c(C)noc2C)nc1	2	-9	-1.0	-2	7	0	/	-13	-10	-5
CCOc1ccc(-n2ccnc2)nn1	/	-3	-1.4	/	4	-2	-2	-16	6	0
O=C(O)CNS(=O)(=O)c1c(Cl)cccc1Cl	14	3	0.3	-14	11	-5	1	-10	-10	-10
O=C(NNC(=O)C1CCCCC1)c1ccncc1	/	4	-2.4	/	26	-2	-3	-11	-3	8
C=CCNC(=O)c1cc(-c2ccc3c(c2)OCO3)on1	-6	8	-0.4	6	-39	-4	/	-16	49	2
Cc1ccc(S(=O)(=O)c2cc3ccccc3oc2=O)cc1	-86	-2	0.3	?	21	-4	/	-8	6	2
CN(C)CCOC(=O)/C(=C/c1cn(C)c2ccccc12)NC(=O)c1ccccc1	3	0	0.4	-3	-14	-3	3	2	-19	-22
O=C1OCC/C1=C\c1ccc2c(c1)OCO2	-16	-4	-1.0	16	10	-14	0	10	-4	0
COc1cccc2c1cc1c(=O)n(CC(=O)N3CCCCCC3)nc(C)n12	-1	-4	-3.5	1	-7	-6	-8	-4	-12	-7
CCS(=O)(=O)c1ccc2c(c1)N(S(=O)(=O)c1ccc(Cl)cc1)CC(C(=O)O)O2 (configuration not stated)	-14	-6	-1.7	14	-18	-3	-4	1	-9	-8
O=C(c1cccs1)N1CCN(c2ncccn2)CC1	-34	-5	-0.1	34	8	-1	-2	-6	25	4
Fc1ccc(-c2cnc3n2CCCCC3)cc1	-29	-5	0.3	29	-2	/	-5	1	5	-3
Nc1ccc(S(=O)(=O)NCc2ccccn2)cc1	-6	-3	-0.7	6	-10	-2	-1	-15	0	/
Cc1cc(C)n(-c2nc3ccccc3c(=O)n2OCC(C)C)n1	-16	-2	-0.9	16	6	-1	-5	2	/	0
CC(=O)Nc1cccc(C(=O)N/N=C/c2ccccc2F)c1	-3	-11	-3.4	3	2	2	0	0	38	18
Cn1c(-c2ccc(F)cc2)cnc1SCC(=O)NNC(=O)Cc1ccccc1	1	-12	-0.8	-1	-7	0	0	-9	-7	2

Given comma-delimited: two of the compounds above.
compound,SR-BI DiI inh,dFosB activator,CAL PDZ FP-1,SR-BI DiI-HDL act,PfHsp90 set2,CAL PDZ FP-2,NSD2 HMT inh,PvdQ inh,MITF act,Rtt109 HAT inh
O=C(c1cccs1)N1CCN(c2ncccn2)CC1,-34,-5,-0.1,34,8,-1,-2,-6,25,4
Fc1ccc(-c2cnc3n2CCCCC3)cc1,-29,-5,0.3,29,-2,/,-5,1,5,-3

Source: PubChem BioAssay (Broad Institute)
